E coli Lon inh: inhibits E. coli Lon protease | 360,000 compounds, 0.42% hits | purified E. coli Lon protease, fluorescence polarization | P0A9M0 | inhibition, % at 7.94 µM; in the data active = inhibition above about 13%, passing the limit was not always enough;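 also: 0% = enzyme with probe and DMSO and 100% = no enzyme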
FAS TE block: FAS thioesterase (human) inhibition; P49327; recombinant FAS-TE, OMFH fluorogenic substrate, fluorescence endpoint; inhibition, % at 15 µM; 360,000 compounds, 0.67% hits; AID 602261;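 active = compounds whose normalised, plate-corrected inhibition of enzyme fluorescence in the single-dose primary screen is 50% or more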;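 also: 0% = DMSO with enzyme and 100% = substrate without enzyme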
MsrA inhibitor: bovine MsrA inhibition; 360,000 compounds, 0.75% hits; inhibition, % at 15.5 µM; purified bovine MsrA, absorbance read-out; AID 651718; in the data active = inhibition above about 4.5%;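 also: 0% = vehicle wells with enzyme and 100% = reference inhibitor wells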
Rin1 Abl inh: human Rin1-Abl interaction inhibition. TR-FRET Rin1/Abl binding, biochemical. inhibition, % at 7.35 µM. 360,000 compounds, 0.4% hits; in the data active = inhibition above about 5%, passing the limit was not always enough
MLLE-PAM2 inh: inhibitors of microRNA-mediated deadenylation, human PABP1 MLLE binding; P11940; inhibition, % at 20 µM; AID 588489; 360,000 compounds, 0.36% hits; GST-MLLE / FITC-PAM2 fluorescence polarization; in the data active = inhibition above about 35%, passing the limit was not always enough;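 also: plate controls were DMSO wells with GST-MLLE for no effect and wells lacking GST-MLLE protein for full effect; some results filed as inactive read as strong as hits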
Target sequence (P11940 whole entry, looked up): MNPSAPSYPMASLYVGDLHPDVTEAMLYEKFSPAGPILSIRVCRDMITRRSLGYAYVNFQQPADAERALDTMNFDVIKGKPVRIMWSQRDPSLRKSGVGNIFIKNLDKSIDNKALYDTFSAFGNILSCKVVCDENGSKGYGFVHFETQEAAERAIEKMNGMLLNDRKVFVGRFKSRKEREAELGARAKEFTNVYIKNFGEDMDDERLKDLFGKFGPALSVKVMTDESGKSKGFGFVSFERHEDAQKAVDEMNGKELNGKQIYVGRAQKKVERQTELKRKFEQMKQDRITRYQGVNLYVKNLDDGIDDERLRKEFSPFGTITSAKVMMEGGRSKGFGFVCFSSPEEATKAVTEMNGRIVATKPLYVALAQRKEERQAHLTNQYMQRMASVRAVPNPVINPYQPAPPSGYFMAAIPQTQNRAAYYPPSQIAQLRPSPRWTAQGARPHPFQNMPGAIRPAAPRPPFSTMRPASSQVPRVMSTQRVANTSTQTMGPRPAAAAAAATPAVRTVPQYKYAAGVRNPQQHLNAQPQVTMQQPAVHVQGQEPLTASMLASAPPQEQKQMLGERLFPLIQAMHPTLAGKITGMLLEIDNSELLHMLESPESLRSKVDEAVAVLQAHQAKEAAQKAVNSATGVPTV
CSN inh: blocks human CSN-mediated cullin deneddylation; Q92905; AID 651999; 360,000 compounds, 0.38% hits; inhibition, % at 12.5 µM; Purified CSN, SCF-Nedd8-OG deneddylation, fluorescence polarization;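 active = pattern-corrected inhibition above about 35%, with an unprinted fluorescence ratio check between 0.5 and 1.5, limit read from the data, passing the limit was not always enough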;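 also: 0% = enzyme with substrate and 100% = substrate without enzyme; some results filed as inactive read as strong as hits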
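Assay system: HEK293T-derived human Csn5 enzyme; quantity: 0.24 nM enzyme; medium: Tris/NaCl/DTT buffer, pH 7.5; also added: substrate SCFSkp2-Nedd8OG, 10 nM; doses: 12.5 µM compound; schedule: 90 min reaction at room temperature; signal: FP; read-out: % inhibition of substrate cleavage by Csn5; benchmarks: substrate-only high control, full reaction low control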
bovine MsrA act: bovine methionine sulfoxide reductase A activation; purified bovine MsrA, absorbance read-out; activation, % at 10.6 µM; 360,000 compounds, 0.3% hits; AID 602163; in the data active = activation above about 7.5%;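 also: 0% = vehicle and 100% = reference activator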
Tb MetRS inh: Trypanosoma brucei MetRS inhibition; inhibition, % at 11.9 µM; purified T. brucei MetRS, ATP depletion, Kinase-Glo luminescence; 360,000 compounds, 0.4% hits;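 active = inhibition above a per-plate cutoff of the control wells' mean inhibition plus 3 SD, cut at about 5.5% in these data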;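 also: 0% = DMSO wells median and 100% = median of wells with control inhibitor compound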
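Measured by: Kinase-Glo luciferase luminescence reporting remaining unconsumed ATP. Material: purified T. brucei MetRS enzyme. Doses: 11.9 µM compound single dose, 0.9% DMSO. Medium: HEPES buffer containing pyrophosphatase, BSA, spermine, DTT. Times: 15 min preincubation, 2 h reaction, all 25 °C. Reagent: methionine, ATP and bulk E. coli tRNA.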
Neddylation inh: cullin neddylation inhibition | TR-FRET cullin neddylation, biochemical | calls only at 25 µM | 360,000 compounds, 0.58% hits; in the data active = inhibition above about 36%
* = called active by the depositor; i = inactive; / = no result given; + = active, no number.

[1] CCNC(=S)N/N=C/c1c(C)nn(-c2cccc(Cl)c2)c1Cl
[2] COCC(=O)Nc1nc2n(n1)C(c1ccc(Cl)cc1)CC(c1ccc(OC)cc1)N2 (stereo not drawn)
[3] Cc1cc(C(=O)CSc2nc3ccccc3n2CCC#N)c(C)n1Cc1cccs1
[4] Cc1sc2nc(SCC(=O)NCc3ccco3)[nH]c(=O)c2c1C
[5] Cc1ccc2ccc(C3C(=O)c4ccccc4C3=O)nc2c1
[6] Cc1cccc(OCC(O)Cn2c(NCc3cccnc3)nc3c2c(=O)[nH]c(=O)n3C)c1 (stereo not drawn)
screen / no. | 1 | 2 | 3 | 4 | 5 | 6
CSN inh | -17 | -4 | 3 | -1 | -7 | -3
MLLE-PAM2 inh | 8 | 25 | -16 | -3 | 11 | -2
FAS TE block | -4 | 0 | 9 | -3 | -4 | 0
Rin1 Abl inh | -2 | 3 | -5 | 2 | 3 | -4
Neddylation inh | i | / | i | i | i | i
MsrA inhibitor | -0.2 | 1.2 | 0.2 | 2.0 | -0.2 | 1.8
E coli Lon inh | 7 | 11 | 1 | 2 | -14 | 6
Tb MetRS inh | -1.4 | -0.1 | 0.2 | 0.5 | -1.5 | -0.8
bovine MsrA act | -10 | 0 | 0 | -1 | -11 | -1

[7] OC1CCCC1
[8] NC(=O)C1(N2CCCCC2)CCN(C(=O)CSc2nc3ccccc3s2)CC1
[9] Nc1ncnc2c1ncn2[C@@H]1O[C@H](C(=O)NS(=O)(=O)c2c(Cl)nc3sccn23)[C@@H](O)[C@H]1O
[10] CC(C)NC(=O)C1c2ccccc2Oc2ccccc21
[11] COc1ccc(CC(=O)N2CCN(c3ccc(C4=NNC(=O)CC4C)cc3)CC2)cc1 (stereo not drawn)
[12] COc1ccc(N2CCN(C(=O)CN(c3ccccc3)S(C)(=O)=O)CC2)cc1
screen / no. | 7 | 8 | 9 | 10 | 11 | 12
CSN inh | -1 | 0 | 6 | -3 | 7 | 5
MLLE-PAM2 inh | 1 | 12 | 7 | 3 | 7 | -2
FAS TE block | 3 | -8 | -11 | -6 | 0 | -11
Rin1 Abl inh | 1 | -1 | 3 | 1 | -7 | 0
Neddylation inh | i | i | i | i | + | i
MsrA inhibitor | -0.1 | -0.7 | / | -0.9 | 4.8* | 1.1
E coli Lon inh | 7 | 0 | -6 | -2 | -6 | 3
Tb MetRS inh | -1.2 | -1.3 | -0.4 | -0.7 | -1.1 | 0.1
bovine MsrA act | -1 | -1 | -7 | -3 | -3 | 0

Shown with bars between the fields: part of the list above
item | smiles | CSN inh | MLLE-PAM2 inh | FAS TE block | Rin1 Abl inh | Neddylation inh | MsrA inhibitor | E coli Lon inh | Tb MetRS inh | bovine MsrA act
7 | OC1CCCC1 | -1 | 1 | 3 | 1 | i | -0.1 | 7 | -1.2 | -1
8 | NC(=O)C1(N2CCCCC2)CCN(C(=O)CSc2nc3ccccc3s2)CC1 | 0 | 12 | -8 | -1 | i | -0.7 | 0 | -1.3 | -1

Other entries
[13] Cc1ccc2oc(=O)n(CCCOc3ccccc3C)c2c1
[14] COC(=O)c1cn(C(=O)c2ccc(OC)c(OC)c2)c2ccccc12
[15] COC(=O)CSc1ccccc1C(=O)OC
[16] Cc1ccc(NS(=O)(=O)c2cc(OCC(N)=O)c(C)cc2Cl)cc1
[17] O=C(COC(=O)Cc1ccc(Br)cc1)NCC1CCCO1 (stereo not drawn)
[18] CCn1c(CC(=O)Nc2ccc(C)c(Cl)c2)nnc1SCc1ccc(Cl)c(Cl)c1
screen / no. | 13 | 14 | 15 | 16 | 17 | 18
CSN inh | 3 | 5 | -1 | -14 | 3 | 3
MLLE-PAM2 inh | -6 | -5 | -3 | 4 | 2 | -6
FAS TE block | 28 | 16 | -11 | -3 | -9 | 0
Rin1 Abl inh | 0 | 0 | 1 | -2 | 4 | 0
Neddylation inh | i | i | i | i | i | i
MsrA inhibitor | 0.6 | 0.7 | -0.6 | -0.3 | -0.6 | 1.3
E coli Lon inh | 7 | 1 | -14 | 5 | -1 | 3
Tb MetRS inh | -0.7 | -0.1 | -1.2 | -0.5 | -0.3 | -0.4
bovine MsrA act | 0 | -3 | -2 | -9 | -2 | -2

[19] CC(C)(C)NC(=O)NC(=O)COc1ccccc1C#N
[20] COc1cccc(-n2c(SCC(=O)Nc3cc(C)on3)nc3c([nH]c4ccccc43)c2=O)c1
[21] COc1cccc(NC(=O)c2ncn[nH]2)c1
[22] CCSC(SCC)[C@H](O)[C@@H](O)[C@H](O)[C@H](O)CO
[23] O=C(c1cc2c(F)cccc2s1)N1CCCC1
[24] COc1ccccc1CNC(=O)[C@@H](NC(=O)C1CCN(C(=O)[C@@H]2CCCN2)CC1)C(C)C
screen / no. | 19 | 20 | 21 | 22 | 23 | 24
CSN inh | -5 | 3 | 1 | -4 | 3 | 0
MLLE-PAM2 inh | -5 | 8 | 4 | -6 | 15 | -3
FAS TE block | -1 | 0 | -8 | 0 | -8 | -5
Rin1 Abl inh | 4 | 1 | -2 | -2 | -2 | 1
Neddylation inh | i | i | i | i | i | i
MsrA inhibitor | 0.6 | 2.1 | 1.9 | 0.5 | -1.7 | 0.8
E coli Lon inh | 4 | -7 | -4 | -13 | 1 | 9
Tb MetRS inh | -0.6 | -0.4 | -0.3 | -1.7 | -0.3 | 0.3
bovine MsrA act | 3 | -3 | -5 | -2 | -2 | -6

[25] COC(=O)C1C(=O)OC(C)(C)C1C(C)C(=O)c1ccc(C)cc1C (stereo not drawn)
[26] CCCCCCn1c(COc2ccccc2F)nnc1SCC(=O)N1c2ccccc2NC(=O)C1(C)C
[27] Clc1ccc2oc(-c3ccccn3)nc2c1
[28] Cc1cccnc1NC(=O)CCn1c(=O)oc2ccccc21
screen / no. | 25 | 26 | 27 | 28
CSN inh | 2 | 0 | 10 | 3
MLLE-PAM2 inh | -2 | -95 | -24 | -8
FAS TE block | -2 | 33 | -16 | -6
Rin1 Abl inh | 3 | 1 | 1 | 0
Neddylation inh | i | i | i | i
MsrA inhibitor | -0.7 | -0.5 | 0.9 | -1.2
E coli Lon inh | -2 | 8 | -12 | -8
Tb MetRS inh | -0.6 | -0.5 | -1.3 | -0.2
bovine MsrA act | -2 | -3 | -3 | -3

Entries from the list above with an aryl methoxy group:
[2] COCC(=O)Nc1nc2n(n1)C(c1ccc(Cl)cc1)CC(c1ccc(OC)cc1)N2 (stereo not drawn)
[11] COc1ccc(CC(=O)N2CCN(c3ccc(C4=NNC(=O)CC4C)cc3)CC2)cc1 (stereo not drawn)
[12] COc1ccc(N2CCN(C(=O)CN(c3ccccc3)S(C)(=O)=O)CC2)cc1
[14] COC(=O)c1cn(C(=O)c2ccc(OC)c(OC)c2)c2ccccc12
[20] COc1cccc(-n2c(SCC(=O)Nc3cc(C)on3)nc3c([nH]c4ccccc43)c2=O)c1
[21] COc1cccc(NC(=O)c2ncn[nH]2)c1
[24] COc1ccccc1CNC(=O)[C@@H](NC(=O)C1CCN(C(=O)[C@@H]2CCCN2)CC1)C(C)C
screen / no. | 2 | 11 | 12 | 14 | 20 | 21 | 24
CSN inh | -4 | 7 | 5 | 5 | 3 | 1 | 0
MLLE-PAM2 inh | 25 | 7 | -2 | -5 | 8 | 4 | -3
FAS TE block | 0 | 0 | -11 | 16 | 0 | -8 | -5
Rin1 Abl inh | 3 | -7 | 0 | 0 | 1 | -2 | 1
Neddylation inh | / | + | i | i | i | i | i
MsrA inhibitor | 1.2 | 4.8* | 1.1 | 0.7 | 2.1 | 1.9 | 0.8
E coli Lon inh | 11 | -6 | 3 | 1 | -7 | -4 | 9
Tb MetRS inh | -0.1 | -1.1 | 0.1 | -0.1 | -0.4 | -0.3 | 0.3
bovine MsrA act | 0 | -3 | 0 | -3 | -3 | -5 | -6

Screens as filed in PubChem.
